Screening results deposited in PubChem by Sanford-Burnham Center for Chemical Genomics.
CCR6 antagonist: CCR6 receptor antagonists, primary screen, cell-based, CHO-K1, luminescence, beta-arrestin, uHTS; inhibition, % at 20 µM; 0.49% of 340,000 active; CHO-K1 CCR6 PathHunter beta-arrestin, CCL20-stimulated;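 active = compounds whose inhibition of the agonist-driven luminescence signal at 20 µM reaches about 50%, limit read from the data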;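 also: cells stimulated with CCL20 at 14 nM final; plate controls were DMSO with CCL20 for no effect and DMSO without agonist for full effect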
XBP1 UPR activ: activators of adaptive XBP1 UPR arm, primary screen, cell-based, CHO-XBP1 luciferase reporter, luminescence, uHTS; IRE1-XBP1 UPR activation; percent of tunicamycin response, DMSO as zero; activation, % at 20 µM; 0.33% of 330,000 active; AID 463104, 2010;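 active = versus positive control, 20 µM dose yields 30% or more activation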;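 also: 100% = tunicamycin at 10 µg/mL and 0% = DMSO only wells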
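Material: CHO-XBP1 cells stably carrying IRE1-XBP1-driven luciferase reporter / Amount: 1000 cells per well / Compound: 20 µM, 1% DMSO / Times: 6 h treatment, 37 °C / Detection: luciferase luminescence / Measure: % activation of reporter signal versus tunicamycin and DMSO controls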
EBI2 block: EBI2 receptor antagonists, beta-arrestin recruitment, primary screen, cell-based, luminescence, 7a,25-OHC stimulation, uHTS; 0.81% of 360,000 active; 7a,25-OHC stimulated; inhibition, % at 5 µM; in the data active = inhibition above about 38%;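 also: enzyme fragment complementation signal reports receptor beta-arrestin coupling in cells; 0% = agonist plus DMSO wells and 100% = wells without agonist; some results beyond the cut were filed as inactive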
CXCR6 block: CXCR6 receptor inhibitors, primary screen, cell-based, beta-arrestin, luminescence, CHO-K1 PathHunter, 1536-well; 0.36% of 360,000 active; inhibition, % at 20 µM; C-X-C chemokine receptor type 6 (Homo sapiens), O00574; AID 602244, 2012; in the data active = inhibition above about 34%, passing the limit was not always enough;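 also: antagonist mode with CXCL16 agonist at 10 nM final; 0% = 10 nM CXCL16 with DMSO and 100% = unstimulated wells without agonist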
Jurkat NFkB inh: inhibitors of induced NF-kB luciferase reporter, primary screen, TCR NF-kB activation inhibitor project, cell-based, luminescence, uHTS. 0.53% of 330,000 active. Jurkat, PMA/ionomycin-induced NF-kB luciferase reporter. inhibition, % at 4 µM; in the data active = inhibition above about 50%
UPR CHOP act: activators of apoptotic CHOP UPR arm, primary screen, cell-based, CHO-CHOP luciferase reporter, luminescence, uHTS | UPR activation; percent of tunicamycin response over DMSO baseline | 0.34% of 330,000 active | activation, % at 10 µM | AID 449763, 2010;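 active = at 10 µM dose, activation of 40% or more, normalized to positive control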;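 also: 100% = tunicamycin at 10 µg/mL and 0% = DMSO alone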
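System: CHO-CHOP luciferase reporter cell line | Buffer or medium: F12 medium containing 10% fetal bovine serum | Doses: One dose, 10 µM in 0.5% DMSO | Times: 6 h compound exposure at 37 °C after overnight seeding | Signal: Luciferase luminescence | Read-out: % activation vs tunicamycin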
Gli-Sufu antag: Gli-Sufu pathway antagonists, primary screen, luciferase luminescence, Sufu-KO-LIGHT cells, uHTS; 0.74% of 340,000 active; inhibition, % at 5 µM; Sufu-KO-LIGHT fibroblasts, Gli luciferase reporter luminescence;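 active = inhibition above about 55%, limit read from the data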;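 also: 0% = DMSO-treated cells and 100% = wells with medium but no cells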
Mdm2-MdmX inh: inhibitors of human Mdm2-MdmX association, primary screen, cell-based, luminescence, split luciferase, SaOS-2, uHTS; SaOS-2 split-luciferase Mdm2/MdmX complementation; inhibition, % at 8 µM; 3% of 330,000 active;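 active = inhibition of at least 50% at 8 µM in the primary screen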
Target sequence (O15151 whole entry, looked up): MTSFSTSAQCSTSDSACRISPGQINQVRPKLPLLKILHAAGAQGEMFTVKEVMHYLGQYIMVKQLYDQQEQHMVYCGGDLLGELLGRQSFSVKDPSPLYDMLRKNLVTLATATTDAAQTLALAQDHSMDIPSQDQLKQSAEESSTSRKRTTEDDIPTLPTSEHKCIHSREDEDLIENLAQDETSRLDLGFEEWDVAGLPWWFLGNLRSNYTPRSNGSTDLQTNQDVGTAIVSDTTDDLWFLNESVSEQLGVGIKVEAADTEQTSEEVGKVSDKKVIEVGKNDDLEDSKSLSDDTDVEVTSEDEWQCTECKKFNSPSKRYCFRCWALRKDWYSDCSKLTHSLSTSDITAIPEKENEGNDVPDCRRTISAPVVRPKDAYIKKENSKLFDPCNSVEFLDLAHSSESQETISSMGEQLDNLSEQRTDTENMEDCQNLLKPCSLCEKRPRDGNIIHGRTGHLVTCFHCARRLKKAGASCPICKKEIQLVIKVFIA
Target sequence (Q00987 whole entry, looked up): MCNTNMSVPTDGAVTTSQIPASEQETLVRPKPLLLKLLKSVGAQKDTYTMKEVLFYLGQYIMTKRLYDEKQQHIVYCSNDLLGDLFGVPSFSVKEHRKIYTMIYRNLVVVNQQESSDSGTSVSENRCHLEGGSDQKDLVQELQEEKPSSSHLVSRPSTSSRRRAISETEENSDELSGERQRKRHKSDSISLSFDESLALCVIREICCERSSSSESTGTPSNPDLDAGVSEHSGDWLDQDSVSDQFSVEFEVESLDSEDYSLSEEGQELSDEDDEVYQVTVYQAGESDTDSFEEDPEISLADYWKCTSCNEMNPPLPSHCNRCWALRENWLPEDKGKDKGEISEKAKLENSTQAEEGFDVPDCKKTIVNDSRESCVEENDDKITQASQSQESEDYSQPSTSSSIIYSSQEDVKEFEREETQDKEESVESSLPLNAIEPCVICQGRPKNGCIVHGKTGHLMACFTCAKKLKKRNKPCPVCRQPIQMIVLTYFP
697 NFkB inh: inhibitors of PMA/ionomycin-induced NF-kB reporter, 697 cells, primary screen, B-cell NF-kB inhibitor project, cell-based, luminescence, uHTS; 697 B-cell NF-kB luciferase reporter, 16 h; inhibition, % at 4 µM; 0.33% of 330,000 active; in the data active = inhibition above about 35%
The depositor's hits bear a star; x = not tested or not shown; & = joins results of further samples; ! = a repeat was not active.

SMILES	CCR6 antagonist	XBP1 UPR activ	EBI2 block	CXCR6 block	Jurkat NFkB inh	UPR CHOP act	Gli-Sufu antag	Mdm2-MdmX inh	697 NFkB inh
OC1CCN(Cc2cn(Cc3ccccc3)nc2-c2cc3ccccc3o2)CC1	3.0	-2.0	-4.9	-2.7	20.7	2.9	-17.9	7.9	5.9
CCOc1ccc(CCNC(=O)CN2C(=O)c3cccnc3Oc3ccc(Cl)cc32)cc1	10.1	-6.2	3.8	11.6	-16.6	0.4	32.0	11.2	-70.6
CC(C)COC(=O)C1C2C=CC3(CN(C(C)c4ccc(Br)cc4)C(=O)C13)O2 (configuration not stated)	0.6	-3.6	-1.7	3.9	-5.2	0.9	1.2	-3.5	6.0
N#Cc1ccsc1NC(=O)CN1CCN(c2ccccc2)CC1	10.2	1.6	-0.2	6.7	-6.6	4.3	-3.8	-5.6	-14.1
O=C(CN1CCN(S(=O)(=O)c2ccc(Cl)cc2)CC1)N1CCCC1	6.5	-0.2	-0.9	5.7	3.2	0.0	1.9	39.4	8.2
O=C(C1CC1)N1CCN=C1SCc1cccc(F)c1	11.0	-1.3	3.2	6.5	-2.3	0.7	8.5	9.6	-1.6
O=S(=O)(c1ccc2c(c1)CCCN2)N1CCCC1	0.0	1.4	-19.1	2.9	12.2	3.3	1.6	17.9	11.7
O=C(CC1C(=O)NCCN1Cc1ccc(Cl)c(F)c1)NC1CCC1 (configuration not stated)	15.6	-1.6	-12.2	-9.6	4.4	0.4	45.7	9.7	-0.3
CSCCC(NS(=O)(=O)c1ccc(Cl)cc1)C(=O)OCc1c(Cl)cccc1Cl (configuration not stated)	27.3	-0.1	10.7	3.4	4.2	-2.3	1.8	20.3	-4.5
COc1ccc(-c2noc(CCC(=O)NC3CCN(Cc4ccccc4)CC3)n2)cc1	-5.5	-0.6	-3.5	-2.5	-7.8	-0.2	6.5	7.3	-25.8
COc1ccc(OC)c(NC(=O)c2nnn(Cc3ccc(Br)cc3F)c2N)c1	7.2	1.0	3.6	-2.9	11.7	-0.5	-10.8	18.6	2.0
C#CCOCCOCCOCCNc1nc(N2CCN(C(=O)CCCCCCCCCCNC(=O)[C@H](CCCCN)n3cc(C)nn3)CC2)nc(N2CCN(C(=O)CCCCCCCCCCNC(=O)[C@H](CO)n3cc(CCCSC)nn3)CC2)n1	11.4	3.6	x	x	0.0	-3.6	11.5	52.3*	0.1
O=[N+]([O-])c1ccc(CN2CCN(c3ccccc3Cl)CC2)o1	-2.1	-2.4	3.3	6.6	3.3	1.8	4.0	14.6	-4.8
Cc1cc(C)n2nc(SCc3cccc(F)c3)nc2n1	6.5	-0.1	-19.7	11.4	-19.7	0.4	8.7	23.4	-7.3
Cc1ccc(N(C(=O)Cn2nnc(-c3ccccc3)n2)C(C(=O)NC2CCCCC2)c2ccccn2)cc1C (configuration not stated)	9.0	-1.1	0.7	5.6	11.4	0.7	26.1	22.1	14.0
Cc1cc(C(=O)Nc2c(C)nn(Cc3ccc(F)cc3)c2C)on1	14.3	-0.7	-7.5	5.0	-0.7	-1.7	1.1	3.5	4.0
CCOC(=O)N1CCN(C(=O)c2oc3ccc(S(=O)(=O)N4CCOCC4)cc3c2C)CC1	3.2	-0.5	-0.2	-1.6	-3.3	-2.5	1.8	8.9	-25.4
CC(=O)Nc1ccc2c(c1)ncn2-c1ccccc1	-4.6	2.9	10.1	1.5	-78.1	5.7	-110.6	-25.3	-118.3
Cc1cc(-n2c(C)cc(C(=O)CSc3ccccn3)c2C)no1	11.0	-1.4	-12.3	-5.1	-29.4	1.9	-76.2	-73.9	-7.3
COc1ccc(/C=N/NC(=O)c2nnn(-c3nonc3N)c2-c2cccc(OC)c2)cc1	7.0	-1.7	4.2	-7.9	-9.0	-0.1	-5.2	6.4	12.3
O=C(c1ccccc1)c1coc2ccc(O)c(CN3CCOCC3)c12	4.7	2.2	3.3	5.2	-8.8	-0.9	4.6	18.5	-30.0
COC(=O)c1sccc1NC(=O)Nc1ccc(F)cc1	4.7	-0.6	4.3	-0.9	7.5	3.4	3.1	7.4	-48.1
COc1cc(OC)cc(C(=O)NCC(=O)OCC(=O)Nc2ncc(Cl)cc2Cl)c1	6.9	-0.6	3.4	-4.8	-8.1	0.7	3.0	3.6	2.3
COc1ccc(CCN2C(=O)C3C4CCC(C4=C(C)C)C3C2=O)cc1OC (configuration not stated)	4.2	-0.3	-10.6	8.9	9.6	3.7	2.7	-8.9	22.2
CCOC(=O)C1=C(COCCN)NC(C)=C(C(=O)OC)C1c1ccccc1Cl (configuration not stated)	6.3&12.9&17.0	-1.7&2.5	3.2&-4.2&0.3	-2.0&2.6&7.7	10.6&-1.9	14.7&14.0	-2.4&11.3&1.7	61.9*!	13.0&-6.3

Profiles as entered above. Order of values: CCR6 antagonist | XBP1 UPR activ | EBI2 block | CXCR6 block | Jurkat NFkB inh | UPR CHOP act | Gli-Sufu antag | Mdm2-MdmX inh | 697 NFkB inh
Cc1cc(-n2c(C)cc(C(=O)CSc3ccccn3)c2C)no1 in the list: 11.0 | -1.4 | -12.3 | -5.1 | -29.4 | 1.9 | -76.2 | -73.9 | -7.3
COc1ccc(OC)c(NC(=O)c2nnn(Cc3ccc(Br)cc3F)c2N)c1 in the list: 7.2 | 1.0 | 3.6 | -2.9 | 11.7 | -0.5 | -10.8 | 18.6 | 2.0
O=C(C1CC1)N1CCN=C1SCc1cccc(F)c1 in the list: 11.0 | -1.3 | 3.2 | 6.5 | -2.3 | 0.7 | 8.5 | 9.6 | -1.6
O=[N+]([O-])c1ccc(CN2CCN(c3ccccc3Cl)CC2)o1 in the list: -2.1 | -2.4 | 3.3 | 6.6 | 3.3 | 1.8 | 4.0 | 14.6 | -4.8

4 entries already listed, sorted by the number in Jurkat NFkB inh, highest first:
mol,Jurkat NFkB inh
O=C(CC1C(=O)NCCN1Cc1ccc(Cl)c(F)c1)NC1CCC1 (configuration not stated),4.4
C#CCOCCOCCOCCNc1nc(N2CCN(C(=O)CCCCCCCCCCNC(=O)[C@H](CCCCN)n3cc(C)nn3)CC2)nc(N2CCN(C(=O)CCCCCCCCCCNC(=O)[C@H](CO)n3cc(CCCSC)nn3)CC2)n1,0.0
O=C(C1CC1)N1CCN=C1SCc1cccc(F)c1,-2.3
CCOC(=O)N1CCN(C(=O)c2oc3ccc(S(=O)(=O)N4CCOCC4)cc3c2C)CC1,-3.3

Next results
SMILES	CCR6 antagonist	XBP1 UPR activ	EBI2 block	CXCR6 block	Jurkat NFkB inh	UPR CHOP act	Gli-Sufu antag	Mdm2-MdmX inh	697 NFkB inh
C=CCn1c(COc2ccc(OC)cc2)nc2ccccc21	21.0	3.0	7.2	-6.1	-25.7	3.1	-23.0	-22.2	-58.3
COc1cccc(OC)c1C(=O)Nc1ccc2c(c1)Cc1ccccc1-2	-0.7	0.6	27.2	-4.4	-5.3	3.1	-10.8	-20.1	-2.7
CCn1c(-c2cccc(Cl)c2)n[nH]c1=S	-6.3	3.0	3.8	18.9	1.5	-0.8	-5.2	4.3	13.5
CN(O)/C=c1/ccc2c(n1)C(=O)C=CC=2	35.1	3.8	9.8	5.4	1.5	-0.6	-6.3	14.1	-3.9
CC1(C)CC(=O)c2c(n(S(=O)(=O)c3ccccc3)c3ccc(NS(=O)(=O)c4ccccc4)cc23)C1	7.6	4.1	27.4	6.3	9.0	3.3	84.1*	36.8	-5.9
Cc1cc([N+](=O)[O-])nn1CC(=O)c1ccccc1	0.9	-1.5	-11.9	-10.4	-1.7	-0.7	3.6	16.3	17.1
Cc1cc(Cl)ccc1OCC(=O)NCCOC(=O)Nc1sc(=S)n(C)c1C	12.7	2.0	6.5	6.6	3.4	-1.3	7.6	3.3	-18.0
CCN(CC(=O)NC(C)(C)C)C(=O)c1ccc2c(c1)S(=O)(=O)c1ccccc1C2=O	6.8	1.1	-1.5	1.6	-3.4	0.7	-1.6	-11.7	4.8
COc1cccc2c(=O)c(C(=O)O)c[nH]c12	10.5	1.1	-9.5	3.0	-20.8	-0.3	-7.4	-4.9	-23.7
Cc1ccc2cc(S(=O)(=O)NCCC(=O)O)ccc2c1	0.0	-0.7	-3.1	-4.2	6.7	0.0	2.6	-51.3	8.9
CC1CCN(S(=O)(=O)c2ccc(C(=O)Nc3ccccc3-c3nc4ccccc4[nH]3)cc2)CC1	-4.9	0.6	23.3	-2.2	-0.3	10.5	13.2	37.5	12.6
O=C(CCCNC(=O)c1ccc(Cl)cc1)NCc1ccc(F)cc1	-5.4	1.0	10.8	-5.1	5.2	1.5	-12.4	5.8	5.2
Cc1ccccc1C(=O)NNC(=O)c1cccc([N+](=O)[O-])c1	3.4	-1.5	-6.9	-1.4	3.1	-1.7	-4.3	9.2	-14.7
CCOc1ccccc1N1CCN(CC(=O)NC(=O)NCc2ccco2)CC1	1.1	1.9	0.2	-3.7	-8.2	-2.0	-0.6	-24.2	6.7
CC(C)CN(C(=O)c1ccc2c(c1)OCCO2)c1c(N)n(Cc2ccccc2)c(=O)[nH]c1=O	12.6	-0.3	-7.0	0.9	5.7	-0.2	-0.2	-4.6	12.8
O=C(CCc1nnc(-c2ccc3c(c2)OCO3)o1)NC(c1cccnc1)C(F)(F)F (configuration not stated)	-1.0	5.1	-0.7	2.1	0.7	-1.3	3.5	15.5	-3.6
O=c1cc(-c2ccccc2Cl)oc2ccc([N+](=O)[O-])c(O)c12	15.5	4.3	-12.6	9.5	8.8	-1.7	2.0	14.8	4.5
COCCNC(=O)CN(c1ccc(OC)c(OC)c1)S(=O)(=O)c1ccc(C)cc1	-11.8	-0.8	-7.8	-3.3	-11.5	0.8	-2.7	17.7	5.0
Cn1c(=O)cc(OCC(=O)N2CCN(c3cccc(C(F)(F)F)c3)CC2)c2ccccc21	14.3	-1.9	-0.3	-3.1	4.3	-1.1	6.7	15.4	-12.3
O=C(N/N=C/C1C(c2ccccc2)C1(Cl)Cl)c1cccc(Br)c1 (configuration not stated)	17.2	-5.5	-1.1	-2.7	-6.9	-2.1	4.5	1.0	-1.0
CN(C)c1ccc(C(CNC(=O)c2ccc(C#N)cc2)c2c[nH]c3ccccc23)cc1 (configuration not stated)	12.2	-2.0	17.1	4.9	5.4	4.1	-5.5	1.5	-3.5
CCOC(=O)c1c(C)[nH]c(C)c1C(=O)COC(=O)c1ccc(OC)c(OC)c1	-1.8	2.3	-21.3	0.0	-0.5	0.1	1.1	21.0	0.8
CCCc1cc(=O)oc2c(C)c(OCC(=O)c3ccc(N4CCCC4)cc3)ccc12	2.2	x	6.0	-2.9	x	x	-6.3	x	x
Cc1ccsc1C1Nc2ccccc2-c2nc3ccccc3n21 (configuration not stated)	2.7	3.5	10.0	-6.3	-34.7	2.1	14.0	32.7	-75.3
CCCc1n[nH]c2c1/C(=N\OCC)CC(C)(C)C2	-0.5	-0.1	-6.1	-1.8	2.8	-0.1	7.0	-15.8	4.8
O=C(N/N=C/c1cc([N+](=O)[O-])ccc1O)C1CC1	42.2	3.1	61.5*	21.2	0.0	4.3	5.5	14.3	6.8
COc1ccccc1CNC(=O)c1csc2c1CCCC2	10.3	0.8	2.3	-19.4	-0.9	1.2	-1.8	7.1	-8.6
Cc1c(OC(C(=O)O)c2ccccc2)ccc2c3c(c(=O)oc12)CCC3 (configuration not stated)	5.3	-2.4	0.5	-1.8	8.9	-0.1	-0.1	8.4	7.5
